D3 antag: blocks the human D3 dopamine receptor; D3R cells, DiscoveRx beta-arrestin luminescence, antagonist mode; stronger effect = lower value; max response, negative = inhibition, %; hit rate 2.5% among 360,000; in the data active = max response below about -50%; inconclusive = no clear call, values can overlap the other calls; also: % is scaled to controls: 0 for no effect and ±100 for the full control effect; mostly tested at two doses, the higher about 12 µM
Target sequence (P35462 whole entry, looked up): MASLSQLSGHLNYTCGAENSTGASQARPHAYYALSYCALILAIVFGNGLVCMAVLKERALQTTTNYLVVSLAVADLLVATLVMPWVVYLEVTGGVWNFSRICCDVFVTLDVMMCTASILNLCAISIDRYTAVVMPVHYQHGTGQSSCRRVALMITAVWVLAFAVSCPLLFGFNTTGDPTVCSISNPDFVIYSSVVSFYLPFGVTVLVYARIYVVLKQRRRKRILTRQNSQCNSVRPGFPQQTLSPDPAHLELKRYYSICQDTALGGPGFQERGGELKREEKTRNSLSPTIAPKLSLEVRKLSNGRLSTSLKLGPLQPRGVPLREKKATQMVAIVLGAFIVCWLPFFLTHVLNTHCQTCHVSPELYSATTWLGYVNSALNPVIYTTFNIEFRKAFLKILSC
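Cells expressing the human receptor were seeded at 1500 cells/well, incubated overnight at 37 degrees C in 5% CO2, then exposed to library compounds with dopamine controls for 90 minutes at 37 degrees C before luminescent detection.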
D3 ag: activates the human D3 dopamine receptor; hit rate 0.58% among 410,000; P35462; max activation, %; D3R DiscoveRx beta-arrestin cells, luminescence, 90 min; in the data active = max activation above about 30%; also: 0% is about no effect; mostly tested at two doses, the higher about 12 µM
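Cells at 1500/well, incubated overnight, then treated with pinned compounds (dopamine as control) for 90 min at 37 degrees C. DiscoveRx reagent added for 30 - 60 minutes at room temperature; luminescence read.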
CCT chaperon mod: modulators of cytosolic chaperonin (CCT/TRiC) activity. activity change, % (no concentration beside the values), hits read low. purified chaperonin ATPase assay, HTRF ADP detection, 30 min. hit rate 0.3% among 360,000; in the data active = activity change below about -30%; also: % is scaled to controls: 0 for no effect and ±100 for the full control effect
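Nucleotide hydrolysis assay: TRiC at 20–40 nM final (set by batch activity) with 10 uM ATP, 30 min at 37 °C, in presence of 76 uM compound. Detection by competitive ADP HTRF, 30 min ambient.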
EPAC2 ag: activates human EPAC2 exchange factor; Q8WZA2; EPAC2 activation, biochemical qHTS; response scale: 100% = 6.5 mM cAMP response; Potency, µM (series often up to 154 µM), for the others: top-dose activation, usual class: activators; hit rate 0.079% among 360,000; AID 720711; also: potency is read from the fitted curve at half-maximal effect; nearly all actives have a fitted effect of over 50% in size
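Compounds were added across a concentration range to EPAC2 (100 nM), RAP1B-BODIPY-GDP (250 nM) and GDP (50 uM). After 5 min at room temperature, fluorescence was recorded at 5-min intervals for 30 min.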
Mm-Cpn inhibitor: blocks the Methanococcus maripaludis chaperonin Mm-Cpn. purified Mm-Cpn ATPase, ADP Transcreener TR-FRET. Potency, µM (top dose mostly 76.9 µM), without a hit: top-dose activity, negative = inhibition, actives largely listed as inhibitors. hit rate 0.031% among 330,000. AID 504842; also: potency is read from the fitted curve at half-maximal effect; % is scaled to controls: 0 for no effect and ±100 for the full control effect; nearly all actives have a fitted effect of over 80% in size
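Eu-cryptate anti-ADP/ADP-d2 competition gives a ratio inversely related to ADP. Enzyme at 25 nM was pre-exposed to compound for 10 min, then given 10 uM ATP for 30 min, 37°C throughout.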
PTHR1 ag: PTHR1 (human) receptor agonism; Q03431; HEK293 GP2 PTHR1 cells, GloSensor cAMP luminescence, 1 h; Potency, µM (doses to about 115 µM), for inactives: at the highest dose activation, actives largely listed as activators; hit rate 0.075% among 410,000; AID 743266; also: potency is read from the fitted curve at half-maximal effect; nearly all actives have a fitted effect of over 55% in size; some results filed as inactive show a strong effect at the top dose; inactives centre near -15; many of its hits are not listed in these tables
Target sequence (Q03431 whole entry, looked up): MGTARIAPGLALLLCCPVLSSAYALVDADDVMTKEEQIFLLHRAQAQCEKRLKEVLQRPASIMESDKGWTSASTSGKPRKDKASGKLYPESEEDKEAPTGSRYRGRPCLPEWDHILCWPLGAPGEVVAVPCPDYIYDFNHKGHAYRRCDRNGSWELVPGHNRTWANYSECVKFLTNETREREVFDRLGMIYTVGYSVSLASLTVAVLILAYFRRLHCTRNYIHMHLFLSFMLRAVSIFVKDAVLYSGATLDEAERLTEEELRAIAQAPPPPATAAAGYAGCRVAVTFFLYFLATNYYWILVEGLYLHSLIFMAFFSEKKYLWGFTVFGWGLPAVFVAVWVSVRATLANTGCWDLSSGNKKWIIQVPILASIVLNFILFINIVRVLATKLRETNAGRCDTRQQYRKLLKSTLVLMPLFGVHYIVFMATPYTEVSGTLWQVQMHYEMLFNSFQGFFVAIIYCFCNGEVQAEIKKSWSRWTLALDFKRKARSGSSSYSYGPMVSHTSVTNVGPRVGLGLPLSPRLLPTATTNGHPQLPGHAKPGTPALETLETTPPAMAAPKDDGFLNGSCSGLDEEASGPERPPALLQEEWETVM
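HEK-293-derived GP2 cells expressing PTHR1 and a GloSensor cAMP reporter, 3,000/well, plated overnight, given luciferin plus IBMX (each 0.5 mM as added) for 1 h at 37 °C, then compound for 1 h at 37 °C. Luminescence was read after 15 min at room temperature.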
Akt phos inh: blocks phosphorylation of Akt; AID 651550; activity change, % for hits at 50 µM; Neuro2A IGF-stimulated pAkt S473 HTRF, 20 min; stronger effect = lower value; hit rate 0.32% among 360,000; in the data active = activity change below about -80%; inconclusive = mostly about -51% to -80%; also: % is scaled to controls: 0 for no effect and ±100 for the full control effect
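Neuro2A cells in DMEM with 0.5% FBS, overnight at 37 deg C, given compound at single 50 µM final, then IGF (6 nM final) for 20 min at 37 deg C. Lysed; phospho-Akt Ser473 by HTRF after 24 h, 665/615 ratio.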
EPAC2 antagonist: antagonists of human EPAC2; Q8WZA2; EPAC2 GEF exchange of Rap1B-BODIPY-GDP, fluorescence; Potency, µM (titrated, usually from 114 µM), for the others: top-dose activity, negative = inhibition, hits mostly inhibitors; hit rate 0.18% among 360,000; also: potency is read from the fitted curve at half-maximal effect; % is scaled to controls: 0 for no effect and ±100 for the full control effect; nearly all actives have a fitted effect of over 45% in size; many of its hits are not listed in these tables
Starred values were filed as active, the others as inactive; i = inactive; ? = inconclusive; nt = not tested or not shown; & = joins results of further samples; [ ] = another dose, or the depositor's remark. Unless noted, calls follow the shape of the dose curve; as a rule, active = well fitted curve in the direction sought with a large enough effect; inconclusive = small, poorly fitted or top-dose-only effect, or another doubt; inactive = no such curve, though single readings can be large; an effect the other way counts as inactive or inconclusive. Some of the compounds tested (hit frequency here may not be typical).

SMILES	D3 antag	D3 ag	CCT chaperon mod	EPAC2 ag	Mm-Cpn inhibitor	PTHR1 ag	Akt phos inh	EPAC2 antagonist
COCCn1c(C)nnc1SCC(=O)NNC(=O)c1ccc(Br)cc1	25	21	1.6	0%	-1%	i	i	1%
O=C(Oc1c(CN2CCOCC2)cc(Cl)c2cccnc12)c1ccccc1	?	-34	0.6	5%	-4%	-2%	i	-17%
Cc1c(NC(=O)c2cc(-c3cccs3)nc3ccccc23)c(=O)n(-c2ccccc2)n1C	26	4	0.9	6%	-3%	-38%[inhibitor]	i	12%
CN(Cc1ccccc1)C(=O)[C@@H]1CCCN1	-30	4	-0.5	5%	nt	i	i	3%
CC(=O)c1ccc(N2CCN(C(=O)Cc3ccccc3)CC2)c(F)c1	15	23	1.6	3%	-2%	-20%	i	12%
O=C(N/N=C/c1cc2c(cc1Cl)OCO2)c1ccc2c(c1)OCCO2	?	-11	-0.6	8%	0%	i	i	-3%
O=C(Nc1nnc(SCc2ccc(F)cc2)s1)c1ccccn1	-66*	-26	1.8	11%	4%	-19%	i	4%
O=C(CSc1nnc(-c2ccc(F)cc2)o1)N1CCN(C(=O)c2ccco2)CC1	-4	-5	-1.0	3%	1%	i	i	-1%
NCCCC[C@H]1CNC(=S)N1CCc1cccc(F)c1	4	-1	0.4	9%	nt	-18%	i	-2%
O=C(O)CC12C[C@H]3C[C@@H](C1)CC(n1ncc(N4CCN(c5ccccc5)CC4)c(Cl)c1=O)(C3)C2	-20	-7	2.3	4%	4%	-5%	i	23%
O=C(NCC1CCCCC1)c1cccc(-c2ccc(O)cc2)c1	-3	-6	2.2	14%	0%	-16%	i	3%
CC(C)Cn1nc(C(=O)Nc2cccc(S(=O)(=O)N3CCCC3)c2)c2ccccc2c1=O	2	3	-0.4	5%	-2%	-11%	i	-7%
O=C(CCc1ccc(S(=O)(=O)N2CCOCC2)cc1)Nc1ccccc1F	5	0	-0.4	0%	-1%	i	i	5%
CN(C)C(=O)c1ccc(NC(=O)COc2ccc([N+](=O)[O-])cc2)cc1	-13	-10	-0.5	15%	0%	7%	i	5%
Cc1nc(SC(C(=O)c2ccccc2)c2ccccc2)n[nH]1 (stereo not given)	23	1	1.6	5%	1%	i	i	11%
O=c1cc(CSc2nnc(COc3cccc4ccccc34)o2)c2ccccc2[nH]1	-2	-2	0.3	0%	2%	-19%	i	-18%
CCOC(=O)N1CCN(C(=O)CCn2nc(-c3ccc(Cl)cc3)ccc2=O)CC1	23	3	-0.9	-11%	0%	-11%[57.5 µM]	i	5%
COc1ccc(-c2cnc3c(NC=O)cc(-c4ccc(F)cc4)cn23)cc1OC	9	-1	-1.4	3%	nt	-10%	i	-3%
COc1cc(C2C(C#N)=C(N)Oc3cc(C)oc(=O)c32)cc2c1OCO2 (stereo not given)	?	7	-2.0	-1%	2%	-6%	i	0%
O=C1NC2(CCCC2)Oc2ccccc21	-4	5	-0.8	3%	-5%	i	i	1%
CCN(CC(=O)Nc1c(F)cccc1F)C(=O)C1CC1	-2	3	-0.4	5%	3%	i	i	4%
Cc1ccc2nc(NC(=O)CSCC(=O)Nc3cc(C)on3)sc2c1	-6	-3	-2.7	3%	-2%	-53%[inhibitor]	i	5%
Cc1cccc(C)c1Nc1nnc(SCc2nc3ccccc3c(=O)[nH]2)s1	0	5	-0.5	0%	-1%	-21%	i	-6%
O=C(c1ccccc1F)N1CCN(c2cnn(-c3cccc(Cl)c3)c(=O)c2Cl)CC1	-9	0	-4.4	5%	-18%	-28%	i	3%
CN(C)S(=O)(=O)c1ccc(-c2csc(N/N=C/c3ccc(O)cc3)n2)cc1	60	35*	-2.5	10%	0%	-34%	i	0%

In the list so far, these have an aryl methoxy group:
SMILES	D3 antag	D3 ag	CCT chaperon mod	EPAC2 ag	Mm-Cpn inhibitor	PTHR1 ag	Akt phos inh	EPAC2 antagonist
COc1ccc(-c2cnc3c(NC=O)cc(-c4ccc(F)cc4)cn23)cc1OC	9	-1	-1.4	3%	nt	-10%	i	-3%
COc1cc(C2C(C#N)=C(N)Oc3cc(C)oc(=O)c32)cc2c1OCO2 (stereo not given)	?	7	-2.0	-1%	2%	-6%	i	0%

Next section:
SMILES	D3 antag	D3 ag	CCT chaperon mod	EPAC2 ag	Mm-Cpn inhibitor	PTHR1 ag	Akt phos inh	EPAC2 antagonist
CCN(CC)CCCNC(=O)c1sc2nc(-c3ccc(F)cc3)cn2c1C	-62*	-51	-3.5	-3%	2%	i	i	-2%
COc1ccc(/C=C/C(=O)OCC(=O)NC2CCCCCCC2)cc1	-15	-10	-0.2	-14%	1%	-29%	i	1%
CCOC(=O)N1CCN(C(=O)c2ccc(Oc3ccc([N+](=O)[O-])cc3)cc2)CC1	-4	1	2.2	8%	-16%	-31%[inhibitor]	i	3%
COc1ccc(C=NNC(=O)CCCC(=O)NN=Cc2ccc(OC)c(O)c2)cc1O	69	-3	-0.8	5%	nt	i	i	8%
O=C(c1cccc(NS(=O)(=O)c2ccc(Br)cc2)c1)N1CCCCC1	14	1	-2.2	-8%	0%	-48%[inhibitor]	i	-5%
Cc1cc(Br)ccc1NC(=O)CCS(=O)(=O)c1cccc2nonc12	-8	-6&-15	-5.6	2%	-10%	-8%	i	8%
Cc1cc(Nc2ccc(C)c(F)c2)n2ncnc2n1	-21	2	2.2	2%	0%	-1%[57.5 µM]	i	17%
Cc1ccc(-c2ccc(CCC(=O)O)n2Cc2ccco2)cc1	1	-1	-0.2	4%	0%	-7%	i	-4%
O=C(CSc1nnc(CN2CCCC2)n1-c1ccccc1)c1ccc2c(c1)OCO2	-17	-1	-2.3	-1%	-8%	-12%	i	10%
O=C1N/C(=C/c2ccco2)C(=O)N1Cc1ccccc1F	40	3	-0.2	1%	0%	-3%	i	1%
O=C(O)c1cc(=O)[nH]c2ccccc12	-1	5	-0.9	5%	nt	-23%	i	-6%
CCOC(=O)c1c(NC(=O)c2ccco2)sc(C(=O)N2CCCC2)c1C	39	0	0.8	6%	-1%	2%[57.5 µM]	i	-2%
CC(C)NC(=O)NCCCCCCS(C)=O (stereo not given)	29	2	0.9	-1%	nt	-8%	i	-11%
CCCCNC(=O)C1CCN(S(=O)(=O)N2CCCCCC2)CC1	-10	-10	0.9	2%	0%	-19%	i	7%
Cc1c(CN(C)C)c2c(n1C)C(=O)c1ccc(Br)cc1-2	4	1	-0.2	5%	0%	-2%[57.5 µM]	i	-6%
Cc1ccc(/C=N/NC(=O)Cc2cccn2C)cc1	14	11	-0.9	9%	?	-6%	i	-6%
Cc1nn(C)cc1S(=O)(=O)Nc1ccccc1Br	?	-17	0.7	8%	-1%	-14%	i	16%
Cc1ccc(-n2c(SCC(N)=O)nnc2-c2ccc(S(=O)(=O)N3CCCCC3)cc2)c(C)c1	-25	-2	-1.2	7%	1%	-49%[inhibitor][57.5 µM]	i	-13%
Cc1ccc2nc(N3CCN(C(=O)c4ccco4)CC3)c3nncn3c2c1	24	4	-1.0	-9%	-2%	i	i	-9%
COc1ccc(/C(=C\Nc2ccc(C)c(C)c2)C(C)=O)cc1OC	-10	1	-1.1	6%	0%	-22%	i	-11%
COc1ccc([C@H]2CC(=O)C[C@@H](CCn3cc(-c4ccccn4)nn3)O2)cc1	4	2	1.9	7%	nt	5%	i	4%
CCOC(=O)[C@]12CCC=C1N(Cc1ccc3c(c1)OCO3)C(=O)[C@H](CC(=O)NCC13CC4CC(CC(C4)C1)C3)C2	-9	-13	-0.3	7%	nt	-36%	i	3%
COC(=O)[C@@]12C[C@@H](CC(=O)NCc3cccc4ccccc34)C(=O)N(CCc3ccc(OC)c(OC)c3)C1=CCC(C)(C)C2	6	0	nt	11%	nt	13%	i	-5%
CC(=O)c1c(C)[nH]c(C(=O)OCc2cc(=O)n3cc(Br)ccc3n2)c1C	13	14	-2.4	5%	?	-37%[inhibitor]	i	-6%
COc1cccc(C(=O)NC(=S)Nc2ccccc2N2CCCCC2)c1	-10	-9	1.3	12%	-2%	i	i	-5%
SMILES	D3 antag	D3 ag	CCT chaperon mod	EPAC2 ag	Mm-Cpn inhibitor	PTHR1 ag	Akt phos inh	EPAC2 antagonist
CNC(=O)COC(=O)/C=C/c1cccs1	8	-1	-3.5	-1%	1%	-26%	i	10%
NS(=O)(=O)c1ccc(CNS(=O)(=O)Cc2ccc(Cl)cc2)cc1	6	0	-4.1	9%	1%	-49%[inhibitor]	i	-2%
CC(=O)c1cccc(NC(=O)CCS(=O)(=O)c2cccc3nsnc23)c1	?	-2	0.1	8%	-2%	17%[57.5 µM]	i	-4%
CCCCC[C@@H](/C=C/C1C(=O)C=C[C@H]1C/C=C\CCCC(=O)O)OC(C)=O (stereo not given in full)	35	6	0.3	-1%	nt	-46%[inhibitor]	i	?
CC(NC(=O)C1CC2CCCC(C1)C2=O)c1ccccc1 (stereo not given)	-1	3	-1.3	3%	0%	i	i	18%
O=c1[nH]c(=S)[nH]c2c1C(c1ccc(Cl)cc1)OC(C1CCCCC1)C2 (stereo not given)	-5	-1	2.5	9%	nt	-20%	i	-19%
O=C(O)COc1ccccc1/C=N/Nc1ccc(S(=O)(=O)N2CCOCC2)cc1[N+](=O)[O-]	-17	-12	-3.4	3%	0%	i	i	-16%
COc1ccc(NC(=O)c2ccc3c(c2)C(=O)N(CC2CCCO2)C3=O)cc1 (stereo not given)	4	4	-1.5	5%	0%	-24%	i	2%
NC(N)=NC(N)=Nc1ccccc1	-28	-2	-0.2	15%	0%	?	i	9%
CC(=O)Nc1cccc(NC(=O)CSc2nnc(Cc3cccn3C)n2CCc2ccccc2)c1	-12	2	1.7	-2%	0%	i	?	3%
Cc1ccc(C2NCCS2)cc1 (stereo not given)	-6	-5	-1.1	6%	-2%	i	i	4%
CCC(=O)NC(c1ccccc1Cl)c1c(O)ccc2ccccc12 (stereo not given)	-9	-5	-2.0	1%	-2%	-20%	i	-19%
CC1(C)CC(=O)C=C(NCCN2CCN(C(=S)NC3CCCCC3)CC2)C1	0	-11	-0.4	3%	-1%	-18%	i	2%
Cc1csc(NC(=O)CSc2nnc3c4ccccc4nc(C(C)(C)C)n23)n1	9	20	-2.4	-1%	-11%	-18%	i	8%
O=C1CCC(C(=O)N2CCCCCC2)CN1CCc1ccc(Cl)cc1 (stereo not given)	7	0	-2.6	2%	0%	-1%	i	5%
O=[N+]([O-])c1ccc(-c2cn(-c3ccc(Cl)cc3)cn2)cc1	0	-16	-0.8	4%	nt	-5%	i	5%

Compound activity as filed in PubChem.
